High-throughput results deposited in PubChem BioAssay by National Center for Advancing Translational Sciences (NCATS).
HP1b binding inh = blocks HP1-beta chromodomain binding to methylated histone tails | AlphaScreen HP1-beta / biotin-H3K9me3 peptide binding | Potency, µM (highest dose often 114 µM), for the others: top-dose activity change, negative = inhibition, most hits filed as inhibitors | 390,000 tested, 0.56% active | AID 540317 | P83916; note: potency is the fitted concentration of half-maximal effect; nearly all actives have a fitted effect of over 70% in size; inactives centre near 23
Target sequence (P83916 whole entry, looked up): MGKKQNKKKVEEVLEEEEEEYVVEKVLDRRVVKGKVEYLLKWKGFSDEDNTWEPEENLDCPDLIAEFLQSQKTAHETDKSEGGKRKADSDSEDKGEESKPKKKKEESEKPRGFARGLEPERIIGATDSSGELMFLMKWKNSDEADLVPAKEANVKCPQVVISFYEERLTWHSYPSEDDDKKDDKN
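AlphaScreen: HP1-beta (50 nM) preformed 30 min with biotin-H3(1-18)K9me3 peptide (50 nM) in PBS pH 7.4, 0.01% Tween-20. Compound added for 30 min at RT, then streptavidin donor/nickel chelate acceptor beads (10 ug/mL) for 30 min.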
PGK inhibitor = inhibitors of T. brucei phosphoglycerate kinase; Potency, µM (series often up to 57.5 µM), inactives show at the highest dose activity change, negative = inhibition, usual class: inhibitors; PGK/GAPDH coupled, Kinase-Glo luminescence, 60 min; 380,000 tested, 0.043% active; note: potency is the fitted concentration of half-maximal effect; % is set by controls: 0 for no effect and ±100 for the full control effect; nearly all actives have a fitted effect of over 60% in size
Target sequence (P07378 whole entry, looked up): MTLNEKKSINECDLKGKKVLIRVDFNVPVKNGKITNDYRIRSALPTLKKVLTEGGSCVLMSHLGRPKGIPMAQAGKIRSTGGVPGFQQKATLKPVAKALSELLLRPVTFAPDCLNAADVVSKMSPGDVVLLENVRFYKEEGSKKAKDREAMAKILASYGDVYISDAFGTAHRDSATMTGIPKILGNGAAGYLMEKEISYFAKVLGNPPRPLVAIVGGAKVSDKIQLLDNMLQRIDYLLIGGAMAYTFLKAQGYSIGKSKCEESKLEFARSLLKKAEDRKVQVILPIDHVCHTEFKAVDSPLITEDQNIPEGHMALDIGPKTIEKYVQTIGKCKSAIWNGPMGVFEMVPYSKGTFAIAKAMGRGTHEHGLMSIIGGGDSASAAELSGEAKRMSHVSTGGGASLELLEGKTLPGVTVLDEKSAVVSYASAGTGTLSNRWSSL
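Recombinant glycosomal PGK reaction used 1,3-bisphosphoglycerate generated in-well by GAPDH (100nM final) in 100mM TEA pH 7.6, 5mM MgCl2, 0.01% Tween-20. After 60 minutes at room temperature, ATP was read by Kinase-Glo Plus luminescence end-point.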
JMJD2A Tudor = JMJD2A Tudor domain (human) inhibition; AID 504339; 390,000 tested, 4.4% active; AlphaScreen JMJD2A-Tudor / H3K4me3 peptide binding; Potency, µM (top dose mostly 114 µM), for inactives: top-dose activity change, negative = inhibition, most hits filed as inhibitors; note: potency is the fitted concentration of half-maximal effect; % is set by controls: 0 for no effect and ±100 for the full control effect; nearly all actives have a fitted effect of over 50% in size
G9a block = G9a (human) methyltransferase inhibition | Q96KQ7 | G9a H3K9 monomethylation, AlphaScreen, 2 h | Potency, µM (top dose mostly 102 µM), for inactives: at the top dose activity, negative = inhibition, most hits filed as inhibitors | 350,000 tested, 8.8% active | AID 504332; note: potency is the fitted concentration of half-maximal effect; % is set by controls: 0 for no effect and ±100 for the full control effect; nearly all actives have a fitted effect of over 75% in size
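AlphaScreen read-out: biotin-H3K9 peptide (500 nM) methylation by 20 nM enzyme with 20 uM SAM, 2 h at room temperature after 15 min compound preincubation; anti-monomethyl H3K9 antibody plus donor/acceptor beads, 10 min dark.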
Pin1 inh = human Pin1 inhibition. Pin1 FP peptide displacement, HiFluor488, 10 min. Potency, µM (doses to about 115 µM), without a hit: top-dose activity, negative = inhibition, hits mostly inhibitors. AID 504891. Q13526. 390,000 tested, 0.009% active; active = well fitted inhibition curve with a large enough effect in the polarisation, with a control signal flat, not every such curve was filed as active; inconclusive = small, poorly fitted or top-dose-only effect, or effect the other way, or a change in a side signal; inactive = no such curve, though single readings can be large or run the other way; the % refers to the polarisation; note: potency is the fitted concentration of half-maximal effect; % is set by controls: 0 for no effect and ±100 for the full control effect
Target sequence (Q13526 whole entry, looked up): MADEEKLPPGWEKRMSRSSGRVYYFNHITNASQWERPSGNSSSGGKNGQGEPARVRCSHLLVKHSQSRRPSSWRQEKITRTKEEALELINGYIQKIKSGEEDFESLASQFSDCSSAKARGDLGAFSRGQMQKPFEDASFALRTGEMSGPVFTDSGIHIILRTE
POLH inh = DNA polymerase eta (human) inhibition. recombinant Pol eta, fluorescent DNA replication assay. Potency, µM (titrated, usually from 114 µM), without a hit: at the highest dose activity change, negative = inhibition, usual class: inhibitors. 390,000 tested, 1.2% active. AID 588591; note: potency is the fitted concentration of half-maximal effect; % is set by controls: 0 for no effect and ±100 for the full control effect
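Pol eta (10 nM) was preincubated with compounds for 15 min at room temperature, after which fluorescent replication substrate (50 nM final) was added to start the reaction. Fluorescence was read kinetically at 0 and 10 min.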
PI4K2A inh = inhibitors of human PI4K2A | purified PI4K2A, ADP-Glo luminescence, 1 h; stronger effect = lower value | AID 1346378 | Q9BTU6 | activity change, negative = inhibition, % at 76.9 µM | 420,000 tested, 0.13% active; in the data active = activity change below about -50%; inconclusive = mostly about -30% to -49%;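 note: -100% = wells without enzyme as full effect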
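In this quantitative HTS, ADP production by PI4K2A was quantified luminescently after 1 h at ambient temperature; 100 microM adenosine served as plate-quality control.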
BAZ2B inh = inhibitors of human BAZ2B bromodomain; 360,000 tested, 4.4% active; Potency, µM (titrated, usually from 114 µM), for inactives: at the highest dose activity change, negative = inhibition, most hits filed as inhibitors; AID 504333; AlphaScreen BAZ2B-H3K14Ac peptide displacement; Q9UIF8; note: potency is the fitted concentration of half-maximal effect; % is set by controls: 0 for no effect and ±100 for the full control effect; nearly all actives have a fitted effect of over 60% in size
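AlphaScreen displacement of biotin-H3(5-23)K14Ac peptide (50 nM final) from BAZ2B (50 nM final) in PBS pH 7.4, 0.01% Tween-20; complex preformed 30 min RT, then compounds (top 110 uM) 30 min RT, beads 20 min dark.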
GLS inhibitor = inhibitors of human glutaminase (GLS). AID 624170. O94925. Potency, µM (titrated, usually from 45.5 µM), for the others: top-dose activity change, negative = inhibition, usual class: inhibitors. 410,000 tested, 0.21% active. GLS enzymatic activity, qHTS titration; note: potency is the fitted concentration of half-maximal effect; % is set by controls: 0 for no effect and ±100 for the full control effect
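Read-out is an Amplex red fluorescence increase coupled through glutamate oxidase and HRP, measured before and after 30 min room-temperature incubation. hKGA is in 45 mM KH2PO4 (pH 8.2) with 0.02% Tween-20; glutamine added as 1mM solution.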
Active calls of the source: *; i = inactive; u = inconclusive; x = not tested or not shown; & = joins results of further samples; [ ] = remark or other dose. Unless noted, calls come from the whole dose curve; as a rule, active = well fitted curve in the direction sought with a large enough effect; inconclusive = small, poorly fitted or top-dose-only effect, or another doubt; inactive = no such curve, though single readings can be large; an effect the other way counts as inactive or inconclusive.

SMILES	HP1b binding inh	PGK inhibitor	JMJD2A Tudor	G9a block	Pin1 inh	POLH inh	PI4K2A inh	BAZ2B inh	GLS inhibitor
CC1=C(/C=C/C(C)=N\NC(=O)c2ccncc2)C(C)(C)CCC1	41%[activator]	0%	-15%	4%	-1%	6%	-1	3%	10%
CCN(CC)S(=O)(=O)c1ccc(NC(=S)Nc2ccc(F)cc2)cc1	19%	-3%	-9%	-41%	u	-6%	-1	-4%	-1%
COCCCn1c2nc3ccccc3nc2c2c(=O)n(Cc3ccc(Cl)cc3)cnc21	77%[activator]	11%	-6%	-13%[59 µM]	1%	1%	4	5%	5%
O=C(Cc1nc(-c2ccc(Br)s2)cs1)NCCN1CCOCC1	-2%	i	-20%	-1%[12.7 µM]	20%	7%	-15	4%	1%
Cn1c(=O)c2c(nc(Br)n2CC(=O)C23CC4CC(CC(C4)C2)C3)n(C)c1=O	-7%	-5%	u	-38%	2%	0%	2	-7%	0%
O=C(NCCCN1CCOCC1)C(=O)NCC1OCCCN1S(=O)(=O)c1cc(F)ccc1F (stereo not given)	27%	i	-8%	u	5%	-19%	0	-3%	9%
COc1cccc(-c2cc(=O)[nH][nH]2)c1	21%	i	-17%	1%	-8%	-6%	-11	-14%	10%
CC(Nc1nc(-c2ccc(F)cc2)cs1)c1nc2cc(Cl)c(N3CCCCC3)cc2n1CCOCCO (stereo not given)	-14%	-4%	u	x	37%[activator]	-10%	5	x	3%
CC(C)C(=O)N(Cc1ccccc1)S(=O)(=O)c1ccc2c(c1)oc(=O)n2C	27%&58%	-2%	-8%&1%	23%	u	-17%	7&2	-21%&-2%	-6%&0%
COC(=O)Cc1ccc(NC(=S)NCCC(C)C)cc1	25%	-3%	3%	-15%	7%	-16%	0	-9%	-8%
CCN1CCN(C(c2ccc(C)cc2)c2c(O)cc(C)n(Cc3ccco3)c2=O)CC1 (stereo not given)	20%[57 µM]	-9%	-20%	u	13%	-19%	-1	-18%	6%
Cc1ccc(S(=O)(=O)C2(C(=O)NCc3ccccc3Cl)CC2)cc1	32%	-1%	-13%	32%	-2%	u	3	31%	-5%
CC(C)CN(C(=O)CCC(=O)OCc1ccc(Cl)cc1Cl)c1c(N)n(CC(C)C)c(=O)[nH]c1=O	8%	-5%	-15%	5%[0.501 µM]	1%	-14%	-1	-5%	3%
O=C(Nc1ccccc1Cl)N1CCSc2ccccc21	51%&82%[activator]	-4%&-5%	7%&-2%	11%	4%&0%	-17%&-14%	4&6	13%&0%	-10%&-3%
CCN1CCN(Cc2ccc(NC(=O)c3cc(NC(=O)c4cnnc5ccccc45)cc(OC)c3)cc2C(F)(F)F)CC1	-3%	-3%&-3%	u	u	u	-8%&-7%	-1&3	-30%	12%&4%
COc1ccc(NS(=O)(=O)c2ccc(N3CCCCC3)c(N)c2)cc1	-17%	i	u	13%[2.33 µM]	-3%	-9%	5	u	23%
COc1cc(/C=C/C(=O)c2ccc3c(c2)OCCO3)cc(OC)c1OC	19%	-7%	-21%	x	4%	-14%	4	-36%	0%
CC1CCCN(c2nc(-c3cccnc3)nc3scc(-c4ccccc4)c23)C1 (stereo not given)	62%[activator]	6%	2%	-1%[59 µM]	80%[activator]	u	1	-7%	0%
O=C(COC(=O)CCCN1C(=O)c2cccc3cccc(c23)C1=O)Nc1cccc(C(F)(F)F)c1	18%	2%	-17%	6%[59 µM]	7%	-12%	0	1%	9%
Cc1ccc(C(=O)Nc2cccc(C(F)(F)F)c2)cc1Nc1cncnc1	25%	8%&0%	-11%	u	-7%	-18%&-12%	0&-1	-35%	-4%&-10%
Cc1ccccc1-c1nnc(-c2cccc3ccccc23)o1	102%[activator]	-4%	36%	x	0%	-5%	-4	x	2%
CCCCNC(=O)CSc1nc2ccc(N3CCOCC3)cc2c(=O)n1Cc1ccc(OC)cc1	11%	i	-31%	u	4%	-9%	-1	-15%	17%
CCOC(=O)c1ccc(CN(Cc2ccccc2C)S(=O)(=O)c2ccc(F)c(C)c2)cc1	49%[activator]	5%	23%	52%[activator][59 µM]	7%	-14%	-7	-1%	0%
Cc1cc(=O)oc(C)c1C(=O)N[C@@H](Cc1ccccc1)C(=O)O	38%[activator]	6%	-6%	-45%	2%	-3%	-4	-2%	3%
CCN(CC)C(=O)Cn1nc(-c2ccc(Cl)cc2)c2ccccc2c1=O	u	6%	-1%	2%	9%	-5%	4	6%	10%
CN(C)C(=O)c1ccc2c3c(cccc13)CC2	-5%	-6%	-15%	-44%	1%	-1%	2	4%	-1%
O=C(CCS(=O)(=O)c1ccccc1Cl)Nc1ccc(S(=O)(=O)Nc2ncccn2)cc1	53%[activator]	i	-8%[11.4 µM]	5%	-5%	-6%	-4	0%	-3%
CC(C(=O)NC1=NCCS1)N1C(=O)C2CC=CCC2C1=O (stereo not given)	19%	i	8%	-7%[12.7 µM]	-8%	-13%	-2	0%	-5%
COc1ccc(CNC(=O)c2oc3c(c2C)-c2nn(Cc4ccccc4Cl)cc2CC3)cc1	18%	5%	-14%	-14%[59 µM]	0%	-15%	-7	u	-17%
CCc1cccc(NCc2ccccc2-c2nnc(-c3ccccc3Cl)o2)c1	35%	-4%	-12%	-3%[59 µM]	1%	u	-2	2%	11%

For reference, some entries already given.
SMILES	HP1b binding inh	PGK inhibitor	JMJD2A Tudor	G9a block	Pin1 inh	POLH inh	PI4K2A inh	BAZ2B inh	GLS inhibitor
CCOC(=O)c1ccc(CN(Cc2ccccc2C)S(=O)(=O)c2ccc(F)c(C)c2)cc1	49%[activator]	5%	23%	52%[activator][59 µM]	7%	-14%	-7	-1%	0%
Cc1cc(=O)oc(C)c1C(=O)N[C@@H](Cc1ccccc1)C(=O)O	38%[activator]	6%	-6%	-45%	2%	-3%	-4	-2%	3%
CCN(CC)C(=O)Cn1nc(-c2ccc(Cl)cc2)c2ccccc2c1=O	u	6%	-1%	2%	9%	-5%	4	6%	10%
CN(C)C(=O)c1ccc2c3c(cccc13)CC2	-5%	-6%	-15%	-44%	1%	-1%	2	4%	-1%
O=C(CCS(=O)(=O)c1ccccc1Cl)Nc1ccc(S(=O)(=O)Nc2ncccn2)cc1	53%[activator]	i	-8%[11.4 µM]	5%	-5%	-6%	-4	0%	-3%
CC(C(=O)NC1=NCCS1)N1C(=O)C2CC=CCC2C1=O (stereo not given)	19%	i	8%	-7%[12.7 µM]	-8%	-13%	-2	0%	-5%
COc1ccc(CNC(=O)c2oc3c(c2C)-c2nn(Cc4ccccc4Cl)cc2CC3)cc1	18%	5%	-14%	-14%[59 µM]	0%	-15%	-7	u	-17%
CCc1cccc(NCc2ccccc2-c2nnc(-c3ccccc3Cl)o2)c1	35%	-4%	-12%	-3%[59 µM]	1%	u	-2	2%	11%

New compounds follow.
SMILES	HP1b binding inh	PGK inhibitor	JMJD2A Tudor	G9a block	Pin1 inh	POLH inh	PI4K2A inh	BAZ2B inh	GLS inhibitor
FC(F)(F)c1ccc(NC(=S)NCc2ccccc2)cc1	24%	5%	13%	24%	5%	-7%	6	7%	6%
O=C(NN1CCN(Cc2ccccc2)CC1)c1ccc(N2CCOCC2)c([N+](=O)[O-])c1	20%	15%	-18%	u	-4%	-7%	0	-33%	5%
Cc1ccc2nc(NCCCNC(=O)c3cnccn3)c(C#N)cc2c1	35%	3%	-3%	4%	-13%	-16%	-2	4%	-2%
O=C(COc1ccccc1C(=O)Nc1ccccc1)NCCc1ccccc1	8%	-7%	-15%	-2%	0%	-9%	-25	-17%	0%
COc1ccc(CNC(=O)[C@@H](NC(=O)C2CCN(S(=O)(=O)c3ccc(C)cc3)CC2)C(C)C)cc1OC	23%[57 µM]	i	-8%	x	19%	-11%	-12	1%	-4%
CC(Nc1ccc([N+](=O)[O-])cc1[N+](=O)[O-])c1ccccc1 (stereo not given)	u	6%	13µM*	x	5%	-10%	1	x	14%
Cc1ccccc1S(=O)(=O)NC(=NCc1ccc(F)cc1)c1ccccc1	25%	-1%	-6%	x	1%	-25%	0	x	-5%
COc1cccc(C2/C(=C(/O)c3ccc4c(c3)OCO4)C(=O)C(=O)N2CCN2CCOCC2)c1 (stereo not given)	23%	8%	-11%	19%[12.7 µM]	-1%	-6%	-1	-8%	1%
O=C(NCc1ccccn1)c1ccc2nc(C3CCCCC3)oc2c1	57%[activator]	-3%	6%	13%	10%	-18%	5	-23%	-5%
Cc1nc2ccc(NC(=O)COc3ccccc3C)cc2s1	29%	i	-18%	45µM*	-7%	-18%	-3	5%	3%
Cc1ccc(S(=O)(=O)N2CCC[C@H]2C(=O)OC(C)C(=O)Nc2ncc(Cl)cc2Cl)cc1 (stereo not given in full)	-11%	17%	16%[11.4 µM]	10%	3%	-11%	1	3%	-4%
N#Cc1c(C(F)(F)F)cc(-c2cccs2)nc1SCC(=O)Nc1ccccc1F	45%[activator]	8%	-9%	u	46%[activator]	-9%	-4	-4%	-2%
Cc1cc(Cl)c2oc(C(=O)NCCN3CCOC3=O)c(C)c2c1	31%	0%	-10%	-4%	5%	8%	3	-15%	-4%
COc1ccc(CCNc2nc(-c3ccc(NC(C)=O)cc3)cs2)cc1OC	-30%	i	-34%	u	3%	-22%	1	u	u
Brc1cc(Br)c2nc(-c3cccs3)ccc2c1	61%[activator]	-9%	16%	73%[activator][12.7 µM]	2%	-16%	-3	78%[activator]	-7%

Not all compounds are listed; the hit share may differ from the screen's.
